Screening results as filed in PubChem BioAssay.
GLP1R inv ag – acts as inverse agonist at human GLP-1 receptor | AID 624417 | hit rate 1.6% among 410,000 | Potency, µM (top dose mostly 38.3 µM), without a hit: at the highest dose activity change, negative = inhibition, actives largely listed as inhibitors | HEK293 GLP-1R CRE-luciferase, luminescence, 24 h; GLP-1R form is constitutively active | P43220; note: potency is the fitted concentration of half-maximal effect; % is set by controls: 0 for no effect and ±100 for the full control effect; nearly all actives have a fitted effect of over 55% in size
Target sequence (P43220 whole entry, looked up): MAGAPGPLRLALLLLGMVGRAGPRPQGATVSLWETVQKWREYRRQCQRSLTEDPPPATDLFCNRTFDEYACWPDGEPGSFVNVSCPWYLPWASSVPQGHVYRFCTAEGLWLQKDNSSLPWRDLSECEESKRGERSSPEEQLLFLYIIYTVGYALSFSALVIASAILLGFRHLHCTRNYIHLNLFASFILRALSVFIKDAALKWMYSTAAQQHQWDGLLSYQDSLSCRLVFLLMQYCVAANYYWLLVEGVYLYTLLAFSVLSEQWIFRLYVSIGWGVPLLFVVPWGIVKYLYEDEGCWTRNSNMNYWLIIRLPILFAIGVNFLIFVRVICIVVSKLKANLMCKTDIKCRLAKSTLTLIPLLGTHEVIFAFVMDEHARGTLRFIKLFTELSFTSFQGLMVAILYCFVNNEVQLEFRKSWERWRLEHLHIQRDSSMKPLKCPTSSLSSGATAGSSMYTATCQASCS
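Using stably transfected HEK293 (constitutively active GLP-1R, cAMP-luciferase reporter), compounds were incubated 24 hr and luciferase measured by luminescence.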
IL-2 act – activators of IL-2. IL-2 activation reporter assay, cell-based qHTS; stimulated with anti-CD3/CD4/CD28 beads; in transgenic mouse T cells. activation, % (series mostly up to about 46 µM). hit rate 0.065% among 360,000. AID 652025; in the data active = activation above about 50%; inconclusive = mostly about 30% to 49%; note: 0% is about no effect
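Unstimulated transgenic mouse T cells; 60-min compound exposure; bead-based TCR/CD4/CD28 stimulation; 18 h culture, 37 degrees C; dual fluorescence (EGFP, DsRed) plate cytometry.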
PI5P4K alpha inh – inhibitors of human PI5P4K alpha. hit rate 1.2% among 330,000. PI5P4Kalpha enzyme, ADP-Glo luminescence, 60 min; active compounds read low. max response, %. P48426; active = max response of -50% or lower; inconclusive = between -30% and -50%; inactive = -30% or higher; note: value at the top dose of about 77 µM; % is set by controls: 0 for no effect and ±100 for the full control effect
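PI5P4Kalpha ADP-Glo assay; 5 microM ATP final; 60 min RT reaction; HEPES pH 7.4/EGTA/CHAPS, 5% DMSO; controls lacking substrate or enzyme; luminescent end-point.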
PTHR1 ag – activates the human parathyroid hormone receptor PTHR1; Q03431; HEK293 GP2 PTHR1 cells, GloSensor cAMP luminescence, 1 h; Potency, µM (series often up to 115 µM), for inactives: at the highest dose activation, hits mostly activators; hit rate 0.075% among 410,000; note: potency is the fitted concentration of half-maximal effect; nearly all actives have a fitted effect of over 55% in size; some results filed as inactive show a strong effect at the top dose; inactives centre near -15; many of its hits are not listed in these tables
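HEK-293-derived GP2 cells expressing PTHR1 and a GloSensor cAMP reporter, 3,000/well, plated overnight, given luciferin plus IBMX (each 0.5 mM as added) for 1 h at 37 °C, then compound for 1 h at 37 °C. Luminescence was read after 15 min at room temperature.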
GLP-1R agonist – GLP-1 receptor (human) agonism; Potency, µM (series often up to 45.6 µM), for inactives: top-dose activation, hits mostly activators; HEK293 GLP-1R CRE-luciferase, luminescence, 4-6 h; cells express a hypersensitive GLP-1R form; hit rate 0.007% among 380,000; P43220; AID 624172; note: potency is the fitted concentration of half-maximal effect; % of control where 0% means no effect
EPAC1 antag – EPAC1 (human) antagonism; AID 720709; Potency, µM (highest dose often 115 µM), without a hit: top-dose activity change, negative = inhibition, usual class: inhibitors; O95398; hit rate 0.14% among 360,000; EPAC1 GEF assay, Rap1b-BODIPY-GDP exchange fluorescence;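 note: potency is the fitted concentration of half-maximal effect; plate controls were vehicle for no effect and positive control for full effect; nearly all actives have a fitted effect of over 50% in size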
EPAC1 agonist – EPAC1 (human) agonism | O95398 | EPAC1 agonist qHTS, biochemical assay; response scale: 100% = response to 6.5 mM cAMP | Potency, µM (highest dose often 154 µM), without a hit: at the top dose activation, hits mostly activators | hit rate 0.073% among 360,000 | AID 720707; note: potency is the fitted concentration of half-maximal effect; nearly all actives have a fitted effect of over 60% in size
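Multi-concentration qHTS readout: loss of Rap1B-bound BODIPY-GDP fluorescence driven by 100 nM EPAC1 with excess GDP (50 uM), monitored kinetically at room temperature; agonist response expressed relative to 6.5 mM cAMP.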
PLK1 PBD inh – inhibitors of human PLK1 polo-box domain binding; P53350; AID 720504; hit rate 2.8% among 360,000; Potency, µM, for inactives: max response, negative = inhibition, usual class: inhibitors; Plk1 PBD binding of FITC phosphopeptide, fluorescence polarization; note: potency is the fitted concentration of half-maximal effect; series mostly up to about 57 µM; % is set by controls: 0 for no effect and ±100 for the full control effect; nearly all actives have a fitted effect of over 65% in size
Target sequence (P53350 whole entry, looked up, the tested form may be a part): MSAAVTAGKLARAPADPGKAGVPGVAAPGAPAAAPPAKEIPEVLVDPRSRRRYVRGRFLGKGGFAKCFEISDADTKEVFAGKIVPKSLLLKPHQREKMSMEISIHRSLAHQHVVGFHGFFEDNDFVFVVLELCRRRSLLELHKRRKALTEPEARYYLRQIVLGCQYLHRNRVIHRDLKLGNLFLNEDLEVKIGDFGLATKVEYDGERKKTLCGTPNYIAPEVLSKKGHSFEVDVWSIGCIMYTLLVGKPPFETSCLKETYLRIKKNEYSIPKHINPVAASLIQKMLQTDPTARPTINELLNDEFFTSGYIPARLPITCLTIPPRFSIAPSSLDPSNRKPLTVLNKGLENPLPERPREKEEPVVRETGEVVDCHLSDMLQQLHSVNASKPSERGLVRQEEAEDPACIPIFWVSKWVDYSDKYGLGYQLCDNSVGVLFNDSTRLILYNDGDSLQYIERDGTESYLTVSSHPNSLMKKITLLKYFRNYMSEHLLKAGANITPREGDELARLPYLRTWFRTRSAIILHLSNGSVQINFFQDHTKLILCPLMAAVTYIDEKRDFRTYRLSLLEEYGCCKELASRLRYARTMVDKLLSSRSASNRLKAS
HEK293 tox – cytotoxic in the GLP-1 receptor inverse agonist counter-screen; hit rate 0.13% among 410,000; AID 624418; HEK293 cAMP-luciferase reporter cells, luminescence, 24 h; Potency, µM (highest dose often 38.3 µM), for inactives: at the top dose activity change, negative = inhibition, hits mostly inhibitors;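 note: loss of luciferase light is scored as toxicity; potency is the fitted concentration of half-maximal effect; % is set by controls: 0 for no effect and ±100 for the full control effect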
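Cells in DMEM/10% Nu serum/1% pen-strep, 1536-well format. Pre-incubated 12 h, dosed with 23 nL compound, incubated a further 24 h. Luciferase detection, 12 min at room temp, luminescence.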
* = called active by the depositor; i = inactive; ? = inconclusive; · = no result given; & = joins results of further samples; [ ] = another dose, or the depositor's remark. Unless noted, calls come from the whole dose curve; as a rule, active = well fitted curve in the direction sought with a large enough effect; inconclusive = small, poorly fitted or top-dose-only effect, or another doubt; inactive = no such curve, though single readings can be large; an effect the other way counts as inactive or inconclusive. A portion of the library; the hit share may differ from the screen's.

(1) O=C(Nc1ccccc1)c1ccc(=O)[nH]n1
(2) COc1ccc(C(=O)NCc2ccc3c(c2)OCO3)cc1S(=O)(=O)N1CCCC1
(3) COc1ccc(/C=N/NC(=O)c2ccc(COc3ccccc3Cl)o2)c(OC)c1C
(4) CCc1ccc(NC(=O)CCN2C(=O)c3cccnc3C2=O)cc1
(5) COc1ccc(C(=O)CSc2ncn[nH]2)cc1OC
(6) COc1cc2[nH]c(C(=O)N(C)Cc3ccccc3)cc2c(OC)c1OC
(7) COc1ccc(NC(=O)CN2CCN(S(=O)(=O)N3CCCCCC3)CC2)cc1
(8) CC1(C(=O)Nc2cnc3ccccc3c2)CCN1Cc1ccccc1OC(F)F (stereo not given)
Screen / compound no.,1,2,3,4,5,6,7,8
HEK293 tox,3%,1%,?,-6%,6%,-2%,10%,-10%
PI5P4K alpha inh,5,-12,3,0,0,-5,0,-1
IL-2 act,-0.3,3.0,-3.8,1.8,0.2,0.4,2.0,-0.5
EPAC1 antag,-1%,8%,1%,-10%,-2%,-4%,6%,?
GLP-1R agonist,5%,2%,0%,-4%,-5%,11%,7%,-5%
GLP1R inv ag,15%,12%,-31%,1%,61%[activator],2%,-19%,?
PTHR1 ag,-18%,10%,-24%,i,i,-20%,-24%,-25%
EPAC1 agonist,3%,-9%,7%,6%,2%,-3%,-3%,-13%
PLK1 PBD inh,-21%,-2%,1%,-3%,-28%,-7%,-5%,5%

(9) COc1ccc(S(=O)(=O)Nc2ccc(N3CCOCC3)cc2)cc1
(10) CCOc1ccc(C(=O)NCc2ccncc2)cc1OCC
(11) O=C(COc1cc(F)ccc1[N+](=O)[O-])Nc1ccc2c(c1)OCO2
(12) O=C(N/N=C/c1ccccc1[N+](=O)[O-])c1ccc(COc2ccccc2-c2ccccc2)cc1
(13) C/C(=N/NC(=O)c1ccc2c(c1)OCO2)c1ccc(NC(=O)C(F)(F)F)cc1
(14) Cc1c(C(C)C)c(=O)n(-c2ccc(S(=O)(=O)NCc3ccccc3)cc2)n1C
(15) O=C(Nc1ccccc1)Nc1ccc(Nc2ccccc2)cc1
(16) Cc1ccc(S(=O)(=O)N2CCC(C(=O)Nc3ncccc3O)CC2)cc1
Screen / compound no.,9,10,11,12,13,14,15,16
HEK293 tox,0%,-7%,-23%,0%,-6%,2%,-18%,5%
PI5P4K alpha inh,0,1,2,0,0,-22,-2,2
IL-2 act,-2.0,-1.4,-0.5,-0.1,-1.3,0.3,-0.2,0.5
EPAC1 antag,-20%,5%,-2%,1%,-7%,-17%,4%,3%
GLP-1R agonist,-1%,-3%,0%,-5%,2%,9%,15%,1%
GLP1R inv ag,16%,42%[activator],9%,-22%,-14%,-33%,?,8%
PTHR1 ag,-22%,i,i,i,-6%,-38%,-4%,-14%
EPAC1 agonist,-3%,-3%,3%,0%,0%,2%,-2%,-4%
PLK1 PBD inh,-15%,-2%,-12%,-1%,-1%,-19%,4%,-17%

(17) CCOC(=O)c1c(NC(=O)COC(=O)C2CC2C)sc(C)c1C (stereo not given)
(18) Cc1ccc(S(=O)(=O)N2CCN(C(=O)c3nn(C(C)C)c(=O)c4ccccc34)CC2)cc1C
(19) Nc1ncnc2c1nc(-c1ccccc1)n2C1OC(CO)C(O)C1O (stereo not given)
(20) CCN(CC)Cc1c(NC(=O)c2ccccc2)sc(C)c1C
(21) CN(Cc1ccon1)C(=O)CCc1nnc(Cc2ccc(-c3ccccc3)cc2)o1
(22) O=C(O)CCCc1ccccc1
(23) Cc1cccc(C(=O)OC(C)C(=O)Nc2ccc(S(=O)(=O)N3CCCC3)cc2)c1O (stereo not given)
(24) O=S(=O)(NCc1ccco1)c1cccc2cccnc12
Screen / compound no.,17,18,19,20,21,22,23,24
HEK293 tox,-14%,-6%,-7%,0%,-4%,6%,?,-3%
PI5P4K alpha inh,17,-1,-2,-3,0,5,2,-19
IL-2 act,-5.2,-2.7,-0.3,-0.2,-0.2,2.4,-1.5,1.3
EPAC1 antag,-13%,8%,-21%,-7%,-12%,-18%,-29%,0%
GLP-1R agonist,22%,11%,7%,12%,10%,-4%&-2%,-28%,-3%
GLP1R inv ag,-4%,-4%,6%,6%,6%,-2%,?,-10%
PTHR1 ag,i,i,8%,-11%,-2%,-20%,-7%,-9%[57.5 µM]
EPAC1 agonist,-12%,-3%,2%,-3%,4%,-9%,14%,2%
PLK1 PBD inh,-4%,-18%,-13%,-6%,0%,-4%,-8%,-10%

(25) CSCCC(NC(=O)COc1ccccc1)C(=O)OCC(=O)c1ccccc1 (stereo not given)
(26) CN1C(=O)/C(=C/C=C2\SCCN2C)OC1=S
(27) Cc1cc(NC(=O)CCN2CCN(Cc3ccccc3)CC2)ccc1Br
(28) C[C@@]12C(=O)N(c3cccc(F)c3)C(=O)N1[C@H](c1ccc(F)cc1)[C@@H]1C(=O)N(C3CCCCC3)C(=O)[C@@H]12
(29) O=C(CCS(=O)(=O)c1ccccc1Cl)NCCC1=CCCCC1
(30) O=C(CSc1nc2sc3c(c2c(=O)n1-c1ccccc1)CCCC3)N/N=C/c1ccccc1C(=O)O
(31) Cc1ccc(Cl)cc1-n1c(SCC(=O)NCCC2=CCCCC2)nc2n[nH]c(C)c2c1=N
(32) COC(=O)c1ccccc1NC(=O)N1c2ccccc2Sc2ccccc21
Screen / compound no.,25,26,27,28,29,30,31,32
HEK293 tox,-6%,16%,7%,1%,6%,-12%,-24%,28%
PI5P4K alpha inh,-1,-1,-3,13,-2,-13,-5,15
IL-2 act,-2.0,18,-4.8,-0.3,-1.4,-3.0,-3.5,0.8
EPAC1 antag,6%,-26%,4%,?,0%,?,17%,-12%
GLP-1R agonist,7%,1%,0%,4%,5%,3%,0%,26%
GLP1R inv ag,40%[activator],14%,?,?,-27%,35%,?,10µM*
PTHR1 ag,-14%,-26%,i,-3%,-1%,-8%,i,i
EPAC1 agonist,-5%,11%,-4%,-28%,-5%,-7%,-18%,15%
PLK1 PBD inh,1%,12%,7%,-8%,?,-14%,1%,-6%

Record cards, from the list above:
O=C(CSc1nc2sc3c(c2c(=O)n1-c1ccccc1)CCCC3)N/N=C/c1ccccc1C(=O)O is entered as HEK293 tox: -12%; PI5P4K alpha inh: -13; IL-2 act: -3.0; EPAC1 antag: ?; GLP-1R agonist: 3%; GLP1R inv ag: 35%; PTHR1 ag: -8%; EPAC1 agonist: -7%; PLK1 PBD inh: -14%
O=C(CCS(=O)(=O)c1ccccc1Cl)NCCC1=CCCCC1 is entered as HEK293 tox: 6%; PI5P4K alpha inh: -2; IL-2 act: -1.4; EPAC1 antag: 0%; GLP-1R agonist: 5%; GLP1R inv ag: -27%; PTHR1 ag: -1%; EPAC1 agonist: -5%; PLK1 PBD inh: ?

(list continues)
(33) CCCC12CN3CCN(CC(C3)/C1=N\NC(=O)Nc1ccccc1)C2
(34) CCCc1nn2c(=O)cc(CSCC(=O)Nc3nnc(CC)s3)nc2s1
(35) Cc1ccc(CN2C(=O)C(CC(C)C)Nc3ncnc(N4CCN(c5ccccc5)CC4)c32)cc1 (stereo not given)
(36) Cc1cc(C)n(CCC(=O)N2CCCC(Nc3ccc(F)cc3)C2)n1 (stereo not given)
(37) CCN(CC(=O)Nc1ccc(NC(C)=O)cc1)C(=O)c1ccc(=O)[nH]c1
(38) O=C(O)CSc1nnc(NC(=O)CN2CCOCC2)s1
(39) O=C1CN(c2ccccc2F)C(=O)CN1c1ccccc1F
(40) Cc1cn([C@H]2C[C@H](O)[C@@H](/C=C/C(=O)N3CCN(Cc4ccc(F)cc4)CC3)O2)c(=O)[nH]c1=O
Screen / compound no.,33,34,35,36,37,38,39,40
HEK293 tox,-2%[1.53 µM],-5%,-5%&3%,1%,-12%,1%,1%,3%
PI5P4K alpha inh,-3,1,0&0,-5,2,3,·,4
IL-2 act,0.1,-4.5,-0.3&-0.9,-2.8,-3.8,-1.1,-1.8,0.0
EPAC1 antag,36%[activator],25%,-9%&-14%,-8%,-26%,16%,-1%,-5%
GLP-1R agonist,10%,-1%,-1%&0%,-8%,1%,-5%,-10%,1%
GLP1R inv ag,3%,19%,?,-8%,-2%,0%,13%,33%[activator]
PTHR1 ag,-1%,10%,-12%&-21%,-24%,i,-7%,i,-37%[inhibitor]
EPAC1 agonist,0%,3%,-4%&-4%,0%,-1%,4%,8%,1%
PLK1 PBD inh,2%,-8%,-4%&-1%,-1%,-6%,1%,-5%,-1%

(41) CCn1c(=O)c2sccc2n(Cc2ccccc2)c1=O
(42) N/C(=N\S(=O)(=O)c1ccccc1)c1ccc([N+](=O)[O-])cc1
(43) O=C(CN1CCSc2ccccc21)NCCCc1ccccc1
(44) Cc1ccc2c(c1)c1c(n2C)C(=O)CCC1
(45) CN(Cc1cn(-c2ccccc2)nc1-c1cc2ccccc2o1)C(=O)CCC(=O)O
(46) CCCNC(=O)c1cc(S(=O)(=O)N2CCCCC2)ccc1N1CCOCC1
(47) COc1cc(C(=O)OCC(=O)Nc2ccc(SC(F)F)cc2)cc(OC)c1OC
(48) COc1ccc(OC)c(CNC(=O)CCSCc2ccc(F)cc2Cl)c1
(49) Cc1cc(C(=O)N2CCN(C(=O)c3ccco3)CC2)ccc1[N+](=O)[O-]
(50) Cc1cccc(C(=O)Nc2ccccc2C(=O)OCc2c(C)noc2C)c1
Screen / compound no.,41,42,43,44,45,46,47,48,49,50
HEK293 tox,5%,-24%,4%[7.66 µM],-1%,7%,-10%,-3%,3%,-2%,0%
PI5P4K alpha inh,-5,2,8,1,-59*,-6,9,9,-1,15
IL-2 act,0.1,-2.2,-0.1,-1.5,6.2,-0.2,-0.2,-0.7,0.0,-2.1
EPAC1 antag,7%,1%,-1%,-17%,0%,-3%,?,-23%,-13%,-17%
GLP-1R agonist,3%,8%,1%,5%,7%,-6%,2%,-1%,7%,9%
GLP1R inv ag,14%,15%,-1%[7.66 µM],1%,12%,12%,-15%,?,10%,1%
PTHR1 ag,i,i,-52%,i,-8%,i,-47%[inhibitor],-43%[inhibitor],i,i
EPAC1 agonist,-1%,2%,-2%,3%,1%,-1%,-2%,2%,9%,?
PLK1 PBD inh,-1%,-7%,-9%,-7%,4.2µM*,-7%,-3%,-18%,4%,-6%
